# From PubChem
# PKA-R1A act: activates the PKA-R1A holoenzyme complex. activation, % at 11.4 µM. AID 504707. 340,000 tested, 0.083% active. PKA-R1A dissociation, Cy5-IP20 fluorescence polarization; scaled: DMSO 0%, 113 µM cGMP 100%;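 active = percent activation above the mean of all tested compounds plus 3 SD, cut at about 19% in these data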;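 note: higher means more PKAc released from R1A so a rise in polarization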
# OPRM1-OPRD1 ag: OPRM1-OPRD1 heterodimerization agonism; P35372+P41143; activation, % at 9.3 µM; 340,000 tested, 0.3% active; cells, luminescence; in the data active = activation above about 18%;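 note: 0% = vehicle-treated cells and 100% = reference agonist; values of inactives mirror those of a sister screen read the other way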
# Target sequence (P35372 whole entry, looked up): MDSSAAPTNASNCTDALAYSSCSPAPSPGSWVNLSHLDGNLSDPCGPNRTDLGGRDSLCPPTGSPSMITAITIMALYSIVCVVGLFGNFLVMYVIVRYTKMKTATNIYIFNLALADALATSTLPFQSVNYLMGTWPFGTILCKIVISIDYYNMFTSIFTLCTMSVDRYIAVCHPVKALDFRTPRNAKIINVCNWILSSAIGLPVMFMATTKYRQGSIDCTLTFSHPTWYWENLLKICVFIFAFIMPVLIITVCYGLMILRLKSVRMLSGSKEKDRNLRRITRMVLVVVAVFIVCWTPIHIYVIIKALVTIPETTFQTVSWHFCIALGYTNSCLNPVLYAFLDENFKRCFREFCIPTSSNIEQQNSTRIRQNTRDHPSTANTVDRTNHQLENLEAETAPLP
# Target sequence (P41143 whole entry, looked up): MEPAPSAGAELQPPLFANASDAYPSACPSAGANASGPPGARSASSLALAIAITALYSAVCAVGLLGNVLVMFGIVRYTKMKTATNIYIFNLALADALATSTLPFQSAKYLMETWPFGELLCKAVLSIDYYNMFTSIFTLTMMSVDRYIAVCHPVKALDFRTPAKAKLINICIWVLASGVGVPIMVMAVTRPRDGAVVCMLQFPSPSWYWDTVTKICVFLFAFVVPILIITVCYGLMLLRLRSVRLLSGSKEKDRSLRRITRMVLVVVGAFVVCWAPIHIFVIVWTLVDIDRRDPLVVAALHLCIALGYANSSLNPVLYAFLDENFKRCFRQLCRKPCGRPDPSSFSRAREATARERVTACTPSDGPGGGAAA
# MOR-DOR inv ag: inverse agonists of human mu-delta opioid receptor heterodimerization; P35372+P41143; cell-based MOR-DOR heterodimer luminescence, inverse agonism; inhibition, % at 9.3 µM; 340,000 tested, 0.21% active; in the data active = inhibition above about 22%, passing the limit was not always enough;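 note: 0% = cells with DMSO and 100% = wells without cells with DMSO; values of inactives mirror those of a sister screen read the other way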
# Arrestin-AP2 inh: inhibitors of human beta-arrestin and AP2 interaction. FITC-arrestin peptide / GST-AP2 beads, flow cytometry; AP2 beta2 appendage carries R879A mutation. inhibition, % at 10 µM. 340,000 tested, 0.31% active;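 active = inhibition above a set limit, near 3 SD of compounds lacking own fluorescence, cut at about 54% in these data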;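 note: plate controls were DMSO wells for no effect and 5 µM unlabelled arrestin peptide for full effect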
#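 System: GST-AP2 R879A bound to glutathione beads, E. coli-expressed. Also added: 50 nM FITC-arrestin peptide. Schedule: compound with beads 12 min RT, then probe 1 h RT. Signal: bead flow cytometry, FITC channel. Read-out basis: percent response.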
# E coli growth: counter-screen for AddAB inhibitors: E. coli growth inhibition; inhibition, % at 11.9 µM; 330,000 tested, 0.27% active; E. coli V3065 growth, OD600 absorbance, 18 h; AID 449728;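 active = inhibition above the campaign's mean inhibition across all tested compounds plus 3 SD, cut at about 9.9% in these data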;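 note: uninfected addAB+ strain grown without phage in ampicillin broth; 0% = DMSO wells and 100% = ciprofloxacin 0.95 µg/ml wells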
# phage Ecoli inh: E. coli growth loss with phage present. inhibition, % at 11.9 µM. 360,000 tested, 0.26% active. growth absorbance; in the data active = inhibition above about 11%
# Pemphigus Ab inh: blocks pemphigus antibody binding to human desmoglein-3; DSG3-coupled beads, scFv-anti-DSG3-GFP binding, flow cytometry; active compounds read low; P32926; binding (percent of control), % at 10 µM; 310,000 tested, 0.48% active;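 active = binding more than 3 SD below its plate's average and above zero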;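 note: hits lower antibody fragment binding to DSG3; some compounds called inactive have numbers as strong as hits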
# PfHsp90 yeast 2: reduces growth (ATP signal) of yeast expressing P. falciparum Hsp90 | S. cerevisiae expressing PfHsp90, BacTiter-Glo ATP, 48 h; yeast lacking PDR1 and PDR3 efflux regulators | inhibition, % at 9.4 µM | 310,000 tested, 0.32% active | AID 504621;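 active = every replicate shows inhibition above about 80%, whatever the replicate mean, limit read from the data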;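 note: 0% = DMSO neutral controls and 100% = 20 µM radicicol positive controls; yeast relying on Plasmodium falciparum Hsp90 in place of its own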
# SUMO Mot1 rescue: blocks SUMOylation pathway, rescuing yeast Mot1-301 growth. growth rescue, % at 18.8 µM. 320,000 tested, 1% active. AID 2716. S. cerevisiae Mot1-301 growth rescue, ATP luminescence, 38.5C; percent above DMSO median, 100 means doubled;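 active = every valid replicate shows activation above 250% relative to neutral control wells; inactive = the rest, any valid replicate at or below 250%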;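 note: OY570 slx delta 5 strain wells were the positive control but not used for scaling; some compounds called inactive have numbers as strong as hits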
# Tat export inh: E. coli Tat transport inhibition; E. coli MC4100 TorA-mCherry Tat export, fluorescence; inhibition, % at 10 µM; 340,000 tested, 0.036% active;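 active = mean replicate inhibition at least 50% and at least half of replicates individually reaching 50%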;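 note: exported cargo escapes ClpAP degradation while cytoplasmic cargo is degraded and loses fluorescence; 0% = median of neutral control wells and 100% = median of NaSCN control wells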
# AddAB inh: less growth of phage-infected E. coli with AddAB; 330,000 tested, 0.29% active; inhibition, % at 11.9 µM; E. coli expressing H. pylori AddAB, absorbance growth; AID 435030; in the data active = inhibition above about 12%;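 note: 0% = vehicle wells of infected cells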
# Active calls of the source: *; · = no result given.
nr	SMILES	PKA-R1A act	OPRM1-OPRD1 ag	MOR-DOR inv ag	Arrestin-AP2 inh	E coli growth	phage Ecoli inh	Pemphigus Ab inh	PfHsp90 yeast 2	SUMO Mot1 rescue	Tat export inh	AddAB inh
1	COC(=O)Nc1nc2ccc(C(=O)c3cccs3)cc2[nH]1	-10.4	-2.4	13.3	-6.0	-1.3	2.6	107.4	60.0	-3.0	-4.8	-0.5
2	CNCCCNC(=O)c1ccc(/C=N/O)nc1	-7.9	-3.1	14.4	-2.4	2.0	3.6	96.8	-0.8	0.2	-1.3	2.1
3	CCN(Cc1ccncc1)Cc1ccc(Br)cc1	-19.5	-3.1	17.1	-10.1	-0.9	-3.0	107.2	2.1	16.7	-2.9	4.5
4	CC(OC(=O)c1ccc(OCC2CCCO2)cc1)C(=O)N(C)Cc1ccccc1 (centres undefined)	8.0	0.1	-0.3	-6.8	0.7	2.2	101.9	·	26.7	-3.0	-0.9
5	O=C(Cn1cnc2c(nnn2Cc2ccccc2)c1=O)Nc1ccc2c(c1)OCCO2	-0.8	-0.4	2.8	-13.7	0.4	-1.4	100.8	-6.1	-13.9	-6.2	3.4
6	CCn1cc(C(=O)NCCc2ccccc2)c(=O)c2cc(F)c(N3CCN(C)CC3)cc21	11.6	-0.7	4.2	4.2	13.2*	2.0	100.4	0.5	17.3	6.6	20.8*
7	Cc1ccc(NC(=O)C(C)OC(=O)c2n[nH]c3ccccc23)cc1 (centres undefined)	-4.5	-1.7	9.1	-1.3	1.5	2.6	91.7	-2.1	22.4	-7.8	3.8
8	CCN(CC)S(=O)(=O)c1cccc(NC(=O)c2ccc(S(=O)(=O)N3CCCC3)cc2)c1	-1.3	2.6	-10.4	-13.2	·	1.7	108.3	·	·	0.7	·
9	C/C=C/C(=O)N1CC2(CC(c3cccc(NC(=O)COc4ccc(Cl)cc4)c3)=NO2)C[C@@H]1C(N)=O (some centres undefined)	-3.9	-1.1	6.2	0.6	-1.4	2.9	99.6	·	5.6	9.8	1.8
10	CCOC(=O)C1=NN(c2ccc(Cl)cc2)C(=O)C1	-2.1	-2.8	14.9	16.6	1.8	4.1	99.9	3.0	-17.4	0.2	-2.6
11	O=c1cc(C(F)(F)F)nc(-c2ccccc2OC(F)(F)F)[nH]1	4.8	1.0	-5.3	10.9	-1.5	2.6	102.4	10.1	2.2	8.9	-1.6
12	COc1ccccc1Nc1cc(C(=O)NCCCN2CCOCC2)c2ccccc2n1	-2.8	-1.4	7.5	-7.8	-1.8	-0.5	97.4	8.6	-7.3	-8.8	-1.0
13	COc1ccc(OC)c(NC(=O)C(C)SCc2nc3sc(C)c(C)c3c(=O)[nH]2)c1 (centres undefined)	-3.1	-4.7	18.3	-8.9	-0.9	1.6	·	-21.9	-13.5	-2.5	-0.3
14	O=C(NNC(=O)c1ccccc1OCc1ccc(F)cc1)c1ccncc1	4.8	-2.2	11.9	-6.9	3.0	2.1	93.8	·	-7.1	14.2	2.2
15	Cc1cc2nc(SCCOC(=O)Nc3ccc(Cl)cc3)nc(C)c2cc1C	-10.2	-0.6	3.2	5.0	2.2	0.3	105.1	-9.4	-12.3	1.0	-0.9
16	COc1cc(C2/C(=C(\O)c3ccc4c(c3)CC(C)O4)C(=O)C(=O)N2CCCn2ccnc2)ccc1O (centres undefined)	6.8	-1.0	4.5	-4.7	-1.3	1.6	106.5	-50.1	3.7	-1.0	5.0
17	C=CCn1c(SCc2ccc(C(=O)O)cc2)nc2sc(C)c(C)c2c1=O	-3.7	-2.1	10.4	3.6	-1.4	0.3	100.5	-23.2	-7.6	-2.7	-0.3
18	Nc1ccc2nc(-c3ccccc3)sc2c1	-0.9	-0.6	3.4	21.1	-2.3	3.9	109.3	·	64.7	3.4	-0.8
19	COc1ccccc1C(c1nnnn1Cc1ccccc1)N1CCN(C2CCCC2)CC1 (centres undefined)	1.6	-1.1	6.3	1.8	-3.0	0.0	·	25.8	-12.9	-1.0	0.8
20	Cc1cc(Oc2ccc(C)c(Cl)c2)nc(SCC(=O)c2ccccc2)n1	-7.2	3.4	-18.0	5.8	-2.6	2.7	99.3	-16.5	37.0	-11.6	1.0
21	COc1ccccc1/C=C(\C#N)C(=O)c1cccn1C	-5.3	0.5	-2.3	33.9	-0.3	-1.4	92.8	13.3	-4.8	-10.7	1.8
22	Cc1cc(=O)oc2cc(NC(=S)NCc3ccccn3)ccc12	-0.4	-2.0	10.3	13.8	2.9	2.7	99.5	2.7	32.0	4.8	5.4
23	CCCc1ccc(C#N)c(SC2CC(=O)N(c3ccc(OC)cc3)C2=O)n1 (centres undefined)	3.0	1.1	-5.8	52.4	0.2	4.3	98.0	6.3	2.8	8.8	4.2
24	Cc1cc(N=Cc2c(O)ccc3ccccc23)no1	-16.6	1.1	-5.9	3.3	-1.6	0.1	100.5	·	98.8	0.6	-2.2
25	O=C(NCCCN1CCOCC1)C(=O)NCc1ccccc1	-0.6	-0.9	4.5	26.7	1.8	0.3	114.9	·	1.2	-0.5	-1.4
26	O=C(CSc1nnnn1C1CCCCC1)NCc1cccc(C(=O)O)c1	-10.8	-2.2	12.6	-2.0	0.8	0.6	89.3	0.8	311.5	11.5	3.2
27	COc1cc(C(=O)NCCN2C(=O)S/C(=C\c3cccs3)C2=O)cc(OC)c1OC	6.7	-0.3	1.7	-1.5	-2.6	0.8	98.3	0.8	29.3	-5.0	-1.5
28	CCOC(=O)c1c(C)oc2cc(Br)c(OC(=O)N3CCOCC3)cc12	4.8	-0.1	0.3	-0.9	-3.1	0.4	108.7	-10.8	·	3.6	4.2
29	CCC(C)NC(=O)C(Cc1ccccc1)NS(=O)(=O)c1cccc2nsnc12 (centres undefined)	7.7	-0.7	4.3	18.2	1.0	3.7	94.4	-13.2	0.0	-4.4	3.7
30	CCOCCc1nnc(N)s1	-1.7	0.3	-2.0	-9.6	-1.2	3.1	101.4	10.8	4.1	-6.3	-0.9

# Part of the list above with just phage Ecoli inh and SUMO Mot1 rescue.
No. | Compound | phage Ecoli inh | SUMO Mot1 rescue
4 | CC(OC(=O)c1ccc(OCC2CCCO2)cc1)C(=O)N(C)Cc1ccccc1 (centres undefined) | 2.2 | 26.7
5 | O=C(Cn1cnc2c(nnn2Cc2ccccc2)c1=O)Nc1ccc2c(c1)OCCO2 | -1.4 | -13.9

# The list continues.
nr	SMILES	PKA-R1A act	OPRM1-OPRD1 ag	MOR-DOR inv ag	Arrestin-AP2 inh	E coli growth	phage Ecoli inh	Pemphigus Ab inh	PfHsp90 yeast 2	SUMO Mot1 rescue	Tat export inh	AddAB inh
31	O=C(CCNC(=O)c1ccc([N+](=O)[O-])cc1)NCc1ccccc1	-5.2	0.0	-0.1	-21.2	·	5.7	·	·	·	-9.2	·
32	COCCN(C(=O)COC(=O)C1CCC(C(C)(C)C)CC1)c1c(N)n(Cc2ccccc2)c(=O)[nH]c1=O (centres undefined)	-1.8	0.5	-2.5	7.3	1.5	-2.2	110.8	-2.5	-0.6	-13.2	1.5
33	Cc1ccnc(N2C(=O)c3ccc([N+](=O)[O-])cc3C2=O)c1	-9.9	-1.4	6.9	34.6	-3.9	4.0	118.9	5.0	-9.4	-1.4	-1.5
34	O=C1Nc2ccccc2O/C1=C\c1ccccc1Br	-9.1	-3.9	17.7	-6.3	-1.1	2.5	95.8	-4.2	-26.9	-0.3	-1.4
35	COc1cccc(NC(=O)N2CCCC2C(=O)NCc2ccco2)c1 (centres undefined)	1.7	-1.0	6.6	7.5	0.5	3.4	98.5	5.6	-4.3	2.0	2.7
36	CC(=O)Nc1ccc(S(=O)(=O)NCCC(=O)NNC(=O)c2ccncc2)cc1	-7.3	-2.0	13.1	-8.9	3.7	5.0	102.1	-38.4	289.3	15.6	3.8
37	CCCn1nc(C(=O)NC2CC2)c2ccccc2c1=O	-2.4	-1.2	4.8	-5.8	1.4	-2.2	99.9	0.8	-12.5	0.9	1.6
38	COc1ccc2[nH]c3c(c2c1)CCN1C(=O)C(CC(=O)NCCN2CCOCC2)C[C@H](C(=O)N(C(C)C)C(C)C)[C@@]31C (some centres undefined)	-0.8	-2.9	14.4	21.5	0.9	1.2	106.1	10.4	·	-1.9	0.2
39	c1ccc(CNn2c(N3CCOCC3)nc3ccccc32)cc1	-17.9	-2.7	15.4	24.3	·	-0.7	101.0	7.2	·	-23.6	·
40	c1ccc(CNc2ccc(N3CCOCC3)cc2)cc1	-6.1	0.3	-1.8	2.2	0.3	1.6	·	-16.6	1.5	-11.9	2.4
41	O=C(NCCCN1CCCC1)Nc1ccccc1[N+](=O)[O-]	3.6	-2.4	11.4	-2.3	1.0	2.9	104.0	17.7	8.2	-3.9	1.1
42	O=C(CSc1nnc(-c2ccco2)n1Cc1ccco1)NCc1ccccc1	-8.9	-1.0	5.5	9.2	-1.1	2.2	99.0	9.5	127.7	0.0	1.9
43	CC(=O)N1c2ccc(S(=O)(=O)NCC3CCC(C(=O)Nc4cccc(C)n4)CC3)cc2CC1C (centres undefined)	-8.3	-1.1	5.9	-6.9	0.2	-3.2	78.4	-5.3	-5.6	1.1	1.5
44	COC(C[C@H]1O[C@H]1[C@H](O)COCc1ccccc1)OC	-2.2	-1.6	9.0	·	·	3.8	106.8	19.5	·	1.1	·
45	CC(C)(C)n1nnnc1C(c1ccncc1)N1CCN(C2CCCCC2)CC1 (centres undefined)	-2.3	-1.0	5.9	4.5	2.0	2.2	99.8	22.9	3.8	3.5	1.0
46	COc1ccc(NC(=O)Nc2ccccc2C(=O)N2CCCC2)cc1	-3.8	0.7	-3.2	-3.8	0.0	1.8	97.4	-4.0	739.5*	2.8	4.3
47	CCC(C)N(C(=O)CSc1nncn1C)C1CCS(=O)(=O)C1 (centres undefined)	-14.0	-2.9	15.1	6.0	-1.7	0.7	116.5	-2.9	-12.5	-0.3	1.7
48	CCOc1ccc(-n2cccc2C=O)cc1	-3.2	-0.8	5.3	28.1	-0.5	0.9	95.1	0.6	3.6	-3.3	2.8
49	CC(=O)c1cccc(NS(=O)(=O)c2ccc(-c3cc(C)no3)s2)c1	3.2	-1.1	5.7	-1.6	0.2	1.9	106.1	-4.5	17.5	4.0	2.4
50	COc1ccc(S(=O)(=O)N2CCC(C(=O)NCC3CCCO3)CC2)cc1C (centres undefined)	-1.8	-2.4	10.9	10.7	-2.1	-0.2	·	-2.1	2.2	2.5	1.8
51	COc1ccc2ccccc2c1-c1sc(Nc2ccccc2)n[n+]1-c1ccc(F)cc1	4.7	3.3	-18.6	3.0	2.9	3.5	113.7	2.5	236.0	23.6	6.2
52	Cc1ccc(-n2c(Cc3ccccc3)nnc2SCC(=O)NNC(=O)Cc2ccccc2)cc1	3.1	-4.0	18.3	3.3	1.6	1.9	116.0	·	-11.9	9.4	-1.2
53	NC(=O)CN1CCN(c2cccc(Cl)c2)CC1	-6.7	-1.9	9.7	19.5	3.3	2.8	89.9	5.3	-15.4	1.3	1.5
54	CCOC(=O)N1N=C(c2ccc(C)cc2)CC1(O)C(F)(F)F (centres undefined)	0.1	-2.5	14.2	3.4	0.9	3.1	97.6	9.6	11.2	4.8	0.1
